# Source: PubChem BioAssay (several laboratories)
# NFkB transloc inh: inhibitors of IL-1B driven NFkB p65 nuclear import, primary screen, imaging, HUVEC, IL-1B stimulus, high-content imaging; HUVEC IL-1B NFkB p65 nuclear translocation imaging; inhibition, % at 2 µM; hit rate 0.43% among 94,000; AID 796, 2007;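 active = inhibition above about 30% together with a positive call from visual inspection of the well image, limit read from the data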;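 note: nuclear over cytoplasmic p65 intensity ratio measured by imaging; 0% = IL-1B stimulated DMSO wells and 100% = unstimulated DMSO wells; values of inactives mirror those of a sister screen read the other way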
# Bcl-B TR3 displacers: displacers of TR3 peptide from Bcl-B, primary screen, selectivity assay for Bfl-1 inhibitor project, biochemical, fluorescence polarization | hit rate 0.11% among 96,000 | displacement, % at 20 µM; hits with a dose series show IC50 in µM | FP displacement of FITC-TR3 peptide from Bcl-B; higher % means a stronger effect;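 active = displacement above 50% at 20 µM plus a fluorescence interference ratio under 1.5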;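 note: plate controls were wells without compound for no effect and wells lacking Bcl-B protein for full effect; a part of the inactive calls stands beside numbers as strong as those of hits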
# NFkB transloc pot: enhancers of NFkB p65 translocation in HUVEC – imaging, IL-1B stimulus, high-content imaging, primary screen; HUVEC IL-1B NFkB p65 nuclear translocation imaging; AID 819, 2007; activation, % at 2 µM; hit rate 0.3% among 94,000;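 active = activation above 40%, about the mean plus 3 SD, also judged a hit on visual image review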;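 note: percent activation is computed from the nuclear over cytoplasmic p65 intensity ratio; values of inactives mirror those of a sister screen read the other way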
# MRP resist rev: reversal of MRP1-mediated doxorubicin resistance, primary screen, H69AR cells, doxorubicin co-treatment | hit rate 0.04% among 85,000 | differential viability (reversal), % at 10 µM | H69AR cells + 2 uM doxorubicin, CellTiter-Glo, 72 h;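 active = viability drop by adding the cancer drug above about 55%, with treated viability meeting a 40% cutoff, limit read from the data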;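 note: viability without doxorubicin minus viability with 2 µM doxorubicin for each compound; larger differential means the compound sensitizes cells more to doxorubicin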
# PLAP inhibition: PLAP enzyme inhibitors, biochemical, luminescence, HTS (AID 690); Alkaline phosphatase, placental type (Homo sapiens); purified PLAP, luminescent substrate; higher % means a stronger effect; one-dose inhibition, % at 20 µM; IC50 in µM for titrated hits; hit rate 0.08% among 96,000; in the data active = a potency from the dose series; inactive = the rest, 99 in 100 with inhibition below about 30%; note: strong numbers were not always called active
# MRP resist rev cytotoxicity: further read-out of MRP resist rev, marked with its call; viability, %; H69AR cells, CellTiter-Glo, 72 h; measured here: cytotoxicity without doxorubicin
# MRP resist rev with doxorubicin: further read-out of MRP resist rev, marked with its call; viability, %; measured here: viability with 2 uM doxorubicin; stronger effect = lower value
# NFkB transloc inh cell count 2 µM: second read-out of NFkB transloc inh, no call of its own (marks repeat the call); cell count; measured here: cells passing quality filter;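 raw number of nuclei counted in each imaged well without normalization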
# NFkB transloc pot cell count 2 µM: recorded beside NFkB transloc pot, whose call it bears; cell count; measured here: cells passing quality filter
# Numbers without * were called inactive; . = not tested or not shown. Not all compounds are listed, so the mix of outcomes need not match the whole.
# Each structure is followed by: NFkB transloc inh	NFkB transloc inh cell count 2 µM	Bcl-B TR3 displacers	NFkB transloc pot	NFkB transloc pot cell count 2 µM	MRP resist rev	MRP resist rev cytotoxicity	MRP resist rev with doxorubicin	PLAP inhibition
O=C(c1cccc(Cl)c1)N1CCN(C2CCCCCC2)CC1
 : 15	174	-2%	-15	174	.	.	.	-42%
Cn1c(Cl)nc2ccccc21
 : -6	140	-4%	6	140	12	98	86	18%
Cc1ccc2c(c1)NC(=O)C(CC(=O)NC1CCCCC1C)O2 (configuration not stated)
 : -7	101	0%	7	101	1	100	99	9%
Cc1ccc(N2CN=c3s/c(=C\c4cccnc4)c(=O)n3C2)cc1
 : -7	188	.	7	188	0	98	98	9%
O=c1cc(N2CCC3(CC2)OCCO3)[nH]c(=O)n1C1CCCCC1
 : -10	149	-21%	10	149	16	69	53	-7%
Cc1ccc(C2CC2c2n[nH]c(=S)n2-c2ccc(Cl)cc2)cc1 (configuration not stated)
 : -13	180	-5%	13	180	.	.	.	-1%
Cc1nnc(NC(=O)c2sc3nc(-c4cccs4)cc(C(F)(F)F)c3c2N)s1
 : -11	174	-46%	11	174	.	.	.	-18%
CCc1c(C)nc2ncnn2c1Nc1ccc(C)c(C)c1
 : -37	137	.	37	137	4	76	72	.
CCN(CCCn1c(=S)[nH]c2ncccc2c1=O)c1ccccc1
 : -1	79	-2%	1	79	3	87	84	-2%
O=C(CSc1nnc(-c2cccs2)n1-c1ccccc1)N1CCc2ccccc21
 : -7	166	.	7	166	-3	16	19	.
Cc1ccc(=O)n(C(C(=O)NCc2ccco2)C(=O)c2ccc(F)cc2)c1 (configuration not stated)
 : -6	156	-4%	6	156	9	106	96	-40%
CNC(C)c1cc(OC)ccc1OC (configuration not stated)
 : 2	88	5%	-2	88	-2	99	101	-12%
CC(C)C(c1nnnn1Cc1cccs1)N1CCN(C2CCCC2)CC1 (configuration not stated)
 : -9	125	0%	9	125	-1	83	84	-24%
Cc1cc(C)n(C2=NS(=O)(=O)c3ccccc32)n1
 : -25	125	-5%	25	125	-2	87	89	-11%
CNc1ccccc1C(C)(C)c1cc(-c2ccco2)n[nH]1
 : 0	138	-14%	0	138	-2	98	100	1%
O=C(CN1C(=O)CSc2ncccc21)N1CCOCC1
 : .	.	2%	.	.	7	96	89	1%
COCCn1c(=NC(=O)CSCC(=O)NC2CCCCC2)sc2cc(OC)ccc21
 : -2	111	8%	2	111	13	88	74	10%
Cc1ccc(CCNC(=O)CN(C)S(=O)(=O)c2ccc3c(c2)c(=O)n(C)c(=O)n3C)cc1
 : 12	171	-2%	-12	171	8	98	91	-55%
CCn1c(SCC(=O)NCc2ccc(F)cc2)nc2c(c1=O)SC(C)C2 (configuration not stated)
 : .	.	-2%	.	.	4	96	93	12%
CC(NC(=O)C1CCCCC1)C(=O)NC1=NCCS1 (configuration not stated)
 : -3	180	6%	3	180	-7	91	98	18%

# Each structure is followed by: NFkB transloc inh	NFkB transloc inh cell count 2 µM	Bcl-B TR3 displacers	NFkB transloc pot	NFkB transloc pot cell count 2 µM	MRP resist rev	MRP resist rev cytotoxicity	MRP resist rev with doxorubicin	PLAP inhibition
N#C/C(=C(/O)COc1cccc2ccccc12)c1nc2ccccc2[nH]1
 : -10	194	-10%	10	194	.	.	.	-2%
Cc1ccc(CNC(=O)CCc2c(C)nc3ncnn3c2C)cc1
 : -17	153	2%	17	153	-5	87	91	7%
COc1cc(/C=N/n2c(SC)nnc(C(C)(C)C)c2=O)ccc1O
 : -13	154	10%	13	154	0	80	81	13%
CCCNS(=O)(=O)c1ccc(OCC(=O)OC)cc1
 : 9	174	-8%	-9	174	-5	88	93	-13%
O=C(NC(Nc1cc(C(F)(F)F)ccc1Cl)C(=O)c1ccccc1)c1ccccc1 (configuration not stated)
 : 4	153	-1%	-3	153	.	.	.	-6%
CCSc1nc(N)c2c3c(sc2n1)CN(C)CC3
 : .	.	2%	.	.	.	.	.	-2%
CCc1nnc(NC(=O)CSc2nnc(COc3cccc(C)c3)o2)s1
 : -8	139	1%	8	139	6	95	88	-22%
N=c1n(CC(=O)O)c2ccccc2n1Cc1ccccc1Cl
 : -2	87	-3%	2	87	2	103	101	-16%
C=CCN(c1ccccc1)S(=O)(=O)c1ccc2c(c1)oc(=O)n2C
 : -3	56	-4%	3	56	3	87	84	19%
CC(=O)OCc1nc2sc3c(c2c(=O)[nH]1)CCCC3
 : -13	151	.	13	151	2	100	98	.
CCOc1ccc2c(c1)c(C(C)=O)c(C)n2-c1ccccc1
 : -19	174	11%	19	174	1	83	81	21%
O=C(NCCSc1c[nH]c2ccccc12)C1CC1
 : -5	64	0%	5	64	-25	59	84	10%
COc1ccccc1N1CCN(C(=O)c2cc3n(n2)C(C(F)(F)F)CC(c2ccco2)N3)CC1 (configuration not stated)
 : .	.	3%	.	.	-7	79	85	-60%
CC(=O)Nc1nc(SCc2ccc(Cl)cc2Cl)n[nH]1
 : -3	170	-2%	3	170	.	.	.	3%
CC(C)(C)N1CC2(c3ccccc3)CN(C(C)(C)C)CC(c3ccccc3)(C1)C2=O
 : 10	138	-13%	-10	138	.	.	.	-25%
COc1ccc(C(=O)NCCCN2CCCC2=O)cc1
 : 7	58	17%	-7	58	-12	93	105	-9%
O=C(c1cccc(COc2cccc3ccccc23)c1)N1CCCC1
 : 7	145	.	-7	145	8	84	77	.
CC(C)(C)c1ccc(C(=O)CCCSC2=C(C#N)C(c3ccco3)C3=C(CCCC3=O)N2)cc1 (configuration not stated)
 : -23	140	9%	23	140	25	49	25	-48%
CC(=O)Nc1cc(C(=O)N2CCCC2)ccc1S(=O)(=O)c1ccc(Cl)cc1
 : -10	132	-6%	10	132	-4	103	107	6%
C=CCn1c(SCc2c(C)noc2C)nc2cc(C(=O)O)ccc2c1=O
 : 6	90	20%	-5	90	-8	94	102	.

# Each structure is followed by: NFkB transloc inh	NFkB transloc inh cell count 2 µM	Bcl-B TR3 displacers	NFkB transloc pot	NFkB transloc pot cell count 2 µM	MRP resist rev	MRP resist rev cytotoxicity	MRP resist rev with doxorubicin	PLAP inhibition
COc1ccc(NC(=S)NN2CCN(C)CC2)cc1
 : 2	125	-2%	-2	125	.	.	.	20%
O=C(c1ccc(Cn2cc([N+](=O)[O-])cn2)o1)N1N=C(C(F)F)CC1(O)C(F)F (configuration not stated)
 : 9	168	1%	-9	168	.	.	.	-56%
O=C(Cc1cccs1)Nc1ccccc1C(=O)O
 : -14	173	-5%	14	173	-4	91	95	8%
Cn1c(N2CCN(C(=O)Nc3ccc(F)cc3)CC2)nc2ccccc21
 : -4	74	.	4	74	20	80	59	.
Cc1nc2cc(N3CCCCC3)c(NC(=O)c3ccncc3)cc2c(=O)n1Cc1ccccc1
 : -12	136	-44%	12	136	.	.	.	-56%
COc1ccc(C(c2sc3nc(C)nn3c2O)N2CCc3ccccc3C2)cc1 (configuration not stated)
 : .	.	-1%	.	.	17	96	79	-94%
O=C(CCn1nnc(-c2cccs2)n1)N1CCc2ccccc2C1
 : -4	69	-4%	4	69	10	89	79	34%
Cc1ccc(CC2C(=O)N(CC(=O)O)C(=O)C2C)cc1 (configuration not stated)
 : -12	49	-2%	12	49	-17	87	104	-12%
O=C(Nc1ccc2c(c1)CCC2)C1CCCN(c2ncccn2)C1 (configuration not stated)
 : -9	125	0%	9	125	-15	68	83	-9%
Cc1ccc(Cn2nc(C)c(NC(=O)c3noc4c3CCCCC4)c2C)cc1
 : .	.	8%	.	.	16	94	78	-40%
CC(C)C(C(=O)NC(C)(C)C)N1C(=O)c2ccccc2C1=O (configuration not stated)
 : 3	167	5%	-3	167	-4	95	99	-15%
COc1ccccc1C(=O)OCc1c(F)cccc1Cl
 : 6	135	-2%	-6	135	.	.	.	12%
CCC(C)NC(=O)c1ccccc1NC(=O)C(C)N(c1ccccc1)S(C)(=O)=O (configuration not stated)
 : -10	103	1%	10	103	-14	60	74	-38%
CC(C)Nc1nc(NC(C)C)nc(Oc2ccc(OCc3ccccc3)nn2)n1
 : -11	159	0%	11	159	19	95	76	-74%
CCN(CC)c1ccc(CN(C(=O)c2ccco2)C2CCS(=O)(=O)C2)cc1 (configuration not stated)
 : -25	139	-1%	25	139	-12	85	97	-59%
COc1cc2c(cc1OC)C(C(=O)N1CCCCC1)C(c1ccccc1F)N(C)C2=O (configuration not stated)
 : .	.	-6%	.	.	0	85	85	-40%
CCOC(=O)C1CCN(C(=O)COc2cc(C)c(Br)cc2C)CC1
 : -9	154	-4%	9	154	85	157	71	-59%
O=C(COc1ccc(-c2nnc(N3CCCCC3)c3ccccc23)cc1)N1CCCCC1
 : 1	98	.	-1	98	-12	104	116	.
CC(C)(C)Sc1nc(O)cc(=O)[nH]1
 : -13	50	-7%	13	50	8	107	99	6%
O=C(c1cc2c(s1)CCCC2)N1CCN(Cc2ccc3c(c2)OCO3)CC1
 : -5	165	6%	5	165	9	89	81	-78%

# Each structure is followed by: NFkB transloc inh	NFkB transloc inh cell count 2 µM	Bcl-B TR3 displacers	NFkB transloc pot	NFkB transloc pot cell count 2 µM	MRP resist rev	MRP resist rev cytotoxicity	MRP resist rev with doxorubicin	PLAP inhibition
COc1cccc(NC(=O)COC(=O)c2cc(S(=O)(=O)N3CCOCC3)ccc2C)c1
 : -38	143	-13%	37	143	.	.	.	-34%
Cc1cccc(-c2nnc3n2N=C(c2ccccc2Br)CS3)c1
 : -8	166	-5%	8	166	-18	46	64	-4%
CCCC(=O)Nc1nc2ccc(S(=O)(=O)N3CCCCC3)cc2s1
 : -31	188	.	31	188	-37	20	56	.
CCCCCNC(=O)CCn1c(=O)oc2ccccc21
 : -13	126	.	13	126	.	.	.	.
CCCS(=O)(=O)N1CCC(C(=O)NCc2ccco2)CC1
 : 3	123	13%	-3	123	-18	84	103	1%
CC(C)n1nnnc1SCC(=O)N1CCN(C(=O)c2ccco2)CC1
 : 8	158	-4%	-8	158	-15	90	106	7%
CCOC(=O)c1ccc(S(=O)(=O)Nc2ccccc2-c2nnn(CC)n2)cc1
 : .	.	-3%	.	.	0	86	87	-58%
CCOC(=O)CCc1c(C)c(C#N)c2[nH]c3ccccc3n2c1=O
 : 4	158	-6%	-4	158	-9	52	61	-8%
CCCn1c(-c2cc(OC)c(OC)c(OC)c2)nc2nc3ccccc3nc21
 : -2	184	6%	2	184	-4	50	53	-3%
C=CCNC(=O)C1CC(=O)N(c2ccc(C)cc2)C1 (configuration not stated)
 : .	.	7%	.	.	-9	60	69	-5%
COc1ccc(COC(=O)NNC(=O)c2ccc(OC)cc2)cc1
 : -5	104	.	5	104	12	103	92	.
CCOc1ccc(C(=O)N2CCCC2)cc1
 : -3	105	.	3	105	5	101	96	.
COc1ccc(-n2c(C)cc(C(=O)COC(=O)Cn3cnc4ccccc43)c2C)cc1
 : -7	162	5%	7	162	-13	77	90	4%
Cc1cc([N+](=O)[O-])c2[nH]c(C(=O)N/N=C/c3ccccc3C(=O)O)c(-c3ccccc3)c2c1
 : 7	149	5%	-7	149	.	.	.	-34%
CC(C)c1ccc(/C=C/C(=O)NC2=NCCS2)cc1
 : 0	114	-5%	1	114	.	.	.	-2%
CCOC(=O)c1cccc(NC(=O)CNC(=O)C2CCCCC2)c1
 : -24	99	-7%	24	99	.	.	.	8%
CC1(C)CC(=O)C(C=NCc2ccccn2)=C(O)C1
 : 1	87	-6%	-1	87	-9	98	107	-23%
CC1CC(=O)N(CC(=O)Nc2ccc3c(c2)OCO3)c2ccccc2S1 (configuration not stated)
 : .	.	-6%	.	.	.	.	.	1%
O=C(Nc1c(C(=O)N2CCCCC2)cnn1-c1ccccc1)c1ccccc1
 : -5	199	-10%	5	199	-5	79	84	-2%

# Compound profiles, from the list above. Values in the order: NFkB transloc inh, NFkB transloc inh cell count 2 µM, Bcl-B TR3 displacers, NFkB transloc pot, NFkB transloc pot cell count 2 µM, MRP resist rev, MRP resist rev cytotoxicity, MRP resist rev with doxorubicin, PLAP inhibition
# CCCC(=O)Nc1nc2ccc(S(=O)(=O)N3CCCCC3)cc2s1 reads -31, 188, ., 31, 188, -37, 20, 56, .
# CCOC(=O)CCc1c(C)c(C#N)c2[nH]c3ccccc3n2c1=O reads 4, 158, -6%, -4, 158, -9, 52, 61, -8%
